Source: PubChem BioAssay
EBV gp42 inh: blocks Epstein-Barr virus glycoprotein 42 binding | Q1HVG2 | Fluorescence polarization binding assay, mP read-out | inhibition, % (tested at 21.74 µM) | 220,000 tested, 0.42% active; in the data active means inhibition above about 50%
Cl transport mod: modulators of human KCC2 chloride dependent transport; Q9H2X9; KCC2 cells, thallium flux FluoZin-2 fluorescence; B-score of Tl+ flux slope (higher = more flux/activation; lower = inhibition) at 10 µM; 190,000 tested, 2.2% active; AID 1456;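 active means thallium flux slope and its plate-corrected score both differing from the plate sample mean at a set confidence after two filtering rounds, in either direction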;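 further: slope of fluorescence scaled to starting intensity during 10 to 20 s after thallium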
Rad51 HR inh: blocks human Rad51 in homologous recombination; Q06609; hRad51 DNA strand exchange, fluorescence dequenching; inhibition, % at 10 µM; 200,000 tested, 0.085% active;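 active means inhibition above 40% at the single screening dose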;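 further: 0% = DMSO control wells and 100% = blanks with heterologous ssDNA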
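material = hRad51 filaments on single-stranded DNA | reagent = Donor/quencher-labelled 47-bp dsDNA substrate | compound = 10 µM final, single point | schedule = strand-exchange reaction 15 min at room temperature | measured by = fluorescein emission 520 nm, excitation 485 nm | read-out basis = % inhibition versus plate control and blank means | benchmarks = plate controls and plate blanks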
Mdm2 ligase inh: inhibitors of human Mdm2 E3 ubiquitin ligase. 210,000 tested, 0.11% active. cell-based MDM2 ubiquitination luciferase reporter, 2 h; 0 = plate control, 100 = twice control, blank-subtracted. signal enhancement, % at 5 µM;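 active means signal enhancement of 30% or more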;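 further: luminescence tracks abundance of the self-degrading MDM2-luciferase fusion protein; higher signal means inhibition of MDM2 E3 ligase activity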
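test system = mammalian cells stably expressing self-ubiquitinating, self-degrading MDM2 E3–luciferase fusion | quantity = 2000 cells/well | incubation = cell settling 4 h, compound treatment 2 h, both 37 °C | signal = luminescence with SteadyLite reagent, 15 min at room temperature | evaluation = % enhancement relative to plate controls after blank subtraction | benchmarks = plate controls and plate blanks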
TNF necrop inh: inhibitors of TNF-alpha induced necroptosis in Jurkat FADD-/- cells | 220,000 tested, 0.068% active | activation (protection from cell death), % at 10 µM | Jurkat FADD-/- TNF necroptosis rescue, ATP luminescence, 24 h; 0 = TNF only, 100 = no-TNF cells;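 active means activation, meaning protection from cell death, of at least 50% relative to plate controls; inactive means activation below 50%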;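 further: necroptosis triggered by 40 ng/mL TNF-alpha added together with compound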
Calpain2 inh: blocks pig calpain II enzyme activity. purified calpain II, fluorogenic peptide substrate, 30 min. inhibition, % at 16 µM. 220,000 tested, 0.37% active. AID 1236;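 active means inhibition above about 50%, limit read from the data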
L929 necroptosis: blocks zVAD induced death of L929 cells | viability rescue, % at 10 µM | AID 1377 | L929 zVAD necroptosis rescue, ATP luminescence, 24 h; with zVAD 60 µM | 220,000 tested, 0.38% active;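 active means activation, scaled between plate controls, above about 75%, limit read from the data; inactive means activation under that limit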;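 further: 0% = zVAD with DMSO and 100% = DMSO alone without zVAD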
PERK inhibitor: blocks human PERK kinase | CHO PERK-DD fusion, SEAP luminescence translation reporter | 220,000 tested, 0.17% active | Q9NZJ5 | inhibition, % at 5.6 µM;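 active means inhibition above the mean inhibition of all tested compounds plus 3 SD, set separately per screening campaign, cut at about 2.9% in these data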;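 further: PERK kinase domain activated by AP20187 dimerizer at 100 nM; 0% = DMSO with dimerizer and 100% = rapamycin at 8.4 µM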
eIF4E 4G PPI: eIF4E/eIF4G interaction inhibition in translation initiation. P63073+Q04637. TR-FRET eIF4E-eIF4GI(517-606) binding, 2 h. inhibition, % at 21.7 µM. 220,000 tested, 0.37% active. AID 782;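 active means inhibition above about 30%, limit read from the data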;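 further: 0% = full FRET control wells and 100% = background wells lacking eIF4GI fragment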
Target sequence (P63073 whole entry, looked up, the tested form may be a part): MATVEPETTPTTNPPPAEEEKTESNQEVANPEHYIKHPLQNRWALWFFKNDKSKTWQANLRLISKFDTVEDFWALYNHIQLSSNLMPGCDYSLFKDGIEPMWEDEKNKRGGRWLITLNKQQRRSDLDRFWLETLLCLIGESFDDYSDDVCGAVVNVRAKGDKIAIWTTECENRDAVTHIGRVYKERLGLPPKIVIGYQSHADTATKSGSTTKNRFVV
Target sequence (Q04637 whole entry, looked up, the tested form may be a part): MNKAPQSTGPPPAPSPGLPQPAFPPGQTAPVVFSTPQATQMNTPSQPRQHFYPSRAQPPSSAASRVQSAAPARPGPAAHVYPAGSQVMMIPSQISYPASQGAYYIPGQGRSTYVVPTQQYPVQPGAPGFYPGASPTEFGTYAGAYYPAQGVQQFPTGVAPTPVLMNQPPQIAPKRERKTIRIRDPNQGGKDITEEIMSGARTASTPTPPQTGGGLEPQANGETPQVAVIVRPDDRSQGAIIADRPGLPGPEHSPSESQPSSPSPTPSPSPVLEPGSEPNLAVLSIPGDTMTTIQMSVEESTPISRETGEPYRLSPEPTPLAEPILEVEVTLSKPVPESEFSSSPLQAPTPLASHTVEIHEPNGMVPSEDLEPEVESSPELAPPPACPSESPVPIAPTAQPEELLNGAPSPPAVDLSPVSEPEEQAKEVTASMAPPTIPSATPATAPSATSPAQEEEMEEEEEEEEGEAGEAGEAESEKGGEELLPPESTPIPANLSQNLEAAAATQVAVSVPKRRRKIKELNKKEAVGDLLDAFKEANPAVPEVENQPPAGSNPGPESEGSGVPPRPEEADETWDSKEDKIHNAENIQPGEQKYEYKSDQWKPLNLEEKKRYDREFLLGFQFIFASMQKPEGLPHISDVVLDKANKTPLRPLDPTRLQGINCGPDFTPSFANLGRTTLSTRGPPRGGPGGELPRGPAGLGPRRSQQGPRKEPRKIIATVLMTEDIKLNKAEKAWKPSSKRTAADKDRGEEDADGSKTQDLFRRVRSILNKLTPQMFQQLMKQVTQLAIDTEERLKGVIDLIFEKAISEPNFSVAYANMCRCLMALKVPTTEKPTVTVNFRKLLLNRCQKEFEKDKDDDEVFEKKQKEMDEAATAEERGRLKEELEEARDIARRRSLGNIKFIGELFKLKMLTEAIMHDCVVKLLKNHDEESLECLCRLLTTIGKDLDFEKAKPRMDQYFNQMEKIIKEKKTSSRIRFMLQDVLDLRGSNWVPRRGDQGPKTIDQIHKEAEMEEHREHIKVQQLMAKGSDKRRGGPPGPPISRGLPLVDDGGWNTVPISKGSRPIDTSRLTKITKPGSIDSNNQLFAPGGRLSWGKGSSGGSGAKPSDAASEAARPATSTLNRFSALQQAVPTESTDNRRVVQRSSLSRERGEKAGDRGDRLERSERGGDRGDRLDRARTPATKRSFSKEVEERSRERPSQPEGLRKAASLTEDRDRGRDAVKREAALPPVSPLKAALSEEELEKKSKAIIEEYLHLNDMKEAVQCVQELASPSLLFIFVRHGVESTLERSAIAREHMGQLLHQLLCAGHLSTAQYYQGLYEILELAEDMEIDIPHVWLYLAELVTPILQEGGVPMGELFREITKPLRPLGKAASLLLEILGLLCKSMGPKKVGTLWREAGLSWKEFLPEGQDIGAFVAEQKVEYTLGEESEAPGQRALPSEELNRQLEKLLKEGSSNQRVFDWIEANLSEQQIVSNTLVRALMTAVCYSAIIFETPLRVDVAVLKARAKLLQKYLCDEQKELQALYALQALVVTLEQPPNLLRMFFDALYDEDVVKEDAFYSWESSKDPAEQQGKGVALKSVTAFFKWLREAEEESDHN
An asterisk follows results filed as active; nt = no result given; [ ] = remark or other dose. Random draw from the library; any-hit rate near 3.6%.

Each structure is followed by: EBV gp42 inh	Cl transport mod	Rad51 HR inh	Mdm2 ligase inh	TNF necrop inh	Calpain2 inh	L929 necroptosis	PERK inhibitor	eIF4E 4G PPI
> COc1ccc(N2CCN(C(=O)CCS(=O)(=O)c3cccc4nsnc34)CC2)cc1
    -23	0.032	-7	-3	-1.6	0	-0.8	-0.7	-1
> CCOC(=O)Cn1nc(C)c(-c2ccccc2)c1N
    17	-0.052	1	-8	1.4	28	-0.1	1.4	-9
> Nc1cc(Cl)ccc1C(=O)OCC(=O)NC(=O)NCc1ccccc1
    3	0.94	3	4	1.8	-59	1.1	0.9	13[fluorescence artefact?]
> CCCSc1nnc(-c2c[nH]c3ccccc23)n1CC
    -14	nt	-1	-7	-0.3	1	11	1.7	-1[fluorescence artefact?]
> COc1ccc(-c2nnc(SCc3c(C)noc3C)o2)cc1
    -10	-0.021	-3	-6	1.5	-29	1.1	0.2	-3
> Cc1[nH]n(-c2cccc3ccccc23)c(=O)c1/C=N/c1sc2c(c1C#N)CCC2
    -9	26*	-33	-8	0.9	-52	-0.3	0.6	12
> CCCc1cc(=O)[nH]c(SCC(=O)NC(=O)OCC)n1
    3	-0.71	5	-89	-0.1	7	-1.0	0.9	1
> COc1ccccc1Oc1ccc(S(=O)(=O)N2CCN(C)CC2)cc1
    2	-0.11	-5	-10	0.5	18	-0.3	0.9	-3
> O=C(O)c1cccnc1Nc1ccc(Cl)cc1
    8	-1.6	-1	-6	0.0	-24	1.8	0.2	1
> CCN(CC)C(=O)C(=O)N/N=C/c1cccc(Br)c1
    4	nt	-5	3	-2.6	5	0.1	0.4	5
> O=C(CN(Cc1cccs1)S(=O)(=O)c1ccc(S(=O)(=O)NC2CCCCC2)cc1)Nc1ccccc1
    1	-0.1	5	-7	4.4	0	0.9	-0.6	2[fluorescence artefact?]
> Cc1ccnc(NC(=O)c2c(-c3ccccc3Cl)noc2C)c1
    -15	-0.2	-30	-1	-1.9	10	0.4	0.5	5
> CN(C)c1ccc(C(O)P(=O)(OCc2ccccc2)c2ccc(N(C)C)cc2)cc1 (configuration not stated)
    -14	-0.32	nt	-1	2.6	8	0.4	-0.6	1
> O=C(COC(=O)c1ccncc1)Nc1ccccc1
    -21	0.24	-22	-8	0.3	9	0.6	1.9	2
> CN(C)/C=N/c1sc2c(c1C#N)CCCCC2
    -14	0.9	nt	4	-2.5	10	0.9	0.2	6[fluorescence artefact?]
> COC(=O)Cn1c(=O)c2c(n(Cc3ccccc3)c1=O)N/C(=C/c1ccc(Br)cc1)C2=O
    6	0.51	-4	nt	-0.3	-31	1.3	-0.3	-1
> COCCn1nnnc1C(c1ccccc1OC)N1CCN(c2ccccc2F)CC1 (configuration not stated)
    -8	-0.33	4	-30	-1.5	23	0.5	-0.8	9
> CC(C)(C)c1cc(-c2n[nH]c(=S)n2-c2ccccc2F)n[nH]1
    0	39*	nt	-3	1.1	9	-0.3	0.9	-3
> Cc1ccc(Nc2nc(Cl)c(C=O)s2)cc1Cl
    -36	0.5	-64	-9	-0.9	-24	1.6	1.1	2
> CCOCCCNC(=O)CCCn1nc(C)n2c(cc3sccc32)c1=O
    2	0.00074	1	-20	-0.1	-15	0.8	-0.6	-2
> Nc1nc(SCc2ccccc2Cl)[nH]c(=O)c1-c1ccccc1
    -9	0.0028	10	9	-1.1	-21	1.6	0.2	9
> O=C(/C=C/c1cccc2ccccc12)c1ccncc1
    -11	-0.59	-2	-14	-3.2	7	-0.8	-0.8	1
> O=C(NCC1CCCO1)c1nn2cccnc2c1Cl (configuration not stated)
    -4	0.95	7	-2	-0.3	-9	0.7	0.4	-3
> Oc1[nH]c2ccccc2c1C=Nc1ccc2c(c1)OCCO2
    -7	0.75	9	-62	-5.2	30	-0.9	-0.2	6[fluorescence artefact?]
> CCCCNc1nc(=S)[nH]c2cc(OC)c(OC)cc12
    3	-0.11	-1	-8	-9.2	1	0.7	-0.7	-6
> O=C(NCC1CCCO1)C1CCCN1C(=O)NC1CCCCC1 (configuration not stated)
    0	0.1	2	-3	-1.1	-6	0.7	0.8	3
> CCC(C)[C@H](NC(=O)N1CCC(C)CC1)C(=O)O (some centres not stated)
    -9	-1.4	-7	-2	0.6	3	0.3	1.1	-3
> O=C(CC(NC(=O)c1ccccc1Cl)c1ccccc1)Nc1ccc2c(c1)OCO2 (configuration not stated)
    -18	-0.15	-2	-7	-1.0	-33	-1.0	0.1	1
> O=C1N(CN2CCN(c3cccc(Cl)c3)CC2)c2ccccc2C12OCCCO2
    0	-0.17	nt	2	2.6	18	0.0	0.9	10
> CCCS(=O)(=O)N1CCCC(C(=O)N2CCOCC2)C1 (configuration not stated)
    -7	0.68	3	0	-2.5	1	-0.2	1.2	2

Entries listed above printed as active in Cl transport mod.
smiles,EBV gp42 inh,Cl transport mod,Rad51 HR inh,Mdm2 ligase inh,Calpain2 inh,PERK inhibitor,eIF4E 4G PPI
Cc1[nH]n(-c2cccc3ccccc23)c(=O)c1/C=N/c1sc2c(c1C#N)CCC2,-9,26*,-33,-8,-52,0.6,12
CC(C)(C)c1cc(-c2n[nH]c(=S)n2-c2ccccc2F)n[nH]1,0,39*,nt,-3,9,0.9,-3

Continued:
Abbreviations – A = EBV gp42 inh; B = Cl transport mod; C = Rad51 HR inh; D = Mdm2 ligase inh; E = TNF necrop inh; F = Calpain2 inh; G = L929 necroptosis; H = PERK inhibitor; I = eIF4E 4G PPI
Structure: O=CN1CCc2scc[n+]2-c2ccccc21
  A = -1	B = 0.82	C = 2	D = -4	E = -0.3	F = -15	G = -0.9	H = 0.4	I = 3

Structure: CCC(=O)OC1(C)C(=O)C=C2C=C(c3ccsc3)OC=C2C1=O (configuration not stated)
  A = 1	B = -0.19	C = 0	D = -8	E = -0.9	F = -70	G = 0.7	H = nt	I = 12

Structure: CC(C)(C)N(Cc1cc2ccccc2[nH]c1=O)C(=O)c1ccco1
  A = -9	B = -0.68	C = -4	D = 0	E = 1.2	F = -17	G = 0.7	H = 0.0	I = 0

Structure: O=C(COC(=O)c1cnccn1)c1ccc(Cl)cc1
  A = -14	B = 0.98	C = 3	D = -2	E = 1.1	F = 1	G = 0.0	H = 1.2	I = 0

Structure: O=C1C2C3C=CC(C3)C2C(=O)N1CCN1CCN(Cc2ccc([N+](=O)[O-])cc2)CC1 (configuration not stated)
  A = -5	B = -2.8	C = -11	D = -11	E = -0.1	F = -27	G = 0.5	H = 0.3	I = 4

Structure: CC(C)/C=C1\CCc2c([nH]c3ccccc23)C1=O
  A = 2	B = -0.0013	C = nt	D = 6	E = -1.9	F = -110	G = 1.5	H = 0.2	I = 3

Structure: CCn1c(=O)n(CC)c2cc([N+](=O)[O-])ccc21
  A = 1	B = 1.8	C = 2	D = -15	E = -3.5	F = 2	G = -0.2	H = -0.1	I = 5

Structure: Cc1nc2sc(C(c3ccco3)N3CC(C)OC(C)C3)c(O)n2n1 (configuration not stated)
  A = -11	B = 0.51	C = nt	D = nt	E = -0.3	F = -45	G = 0.5	H = 0.1	I = 0

Structure: COc1ccc(OCCC(=O)c2ccc(OC)cc2)cc1
  A = 6	B = 0.53	C = nt	D = 0	E = 0.1	F = -13	G = 0.1	H = 0.0	I = 0

Structure: O=C(O)c1cccc(S(=O)(=O)N(Cc2ccccc2)c2ccccc2)c1
  A = -4	B = 0.044	C = 0	D = 0	E = -0.8	F = -1	G = 0.4	H = 1.4	I = 0

Structure: CCOC(=O)N/N=C(\C)c1ccc(C)c([N+](=O)[O-])c1
  A = 9	B = 0.071	C = -6	D = -8	E = 2.4	F = -8	G = 4.2	H = 0.4	I = -1[fluorescence artefact?]

Structure: O=C(C1CCN(S(=O)(=O)N2CCC3(CC2)OCCO3)CC1)N1CCC(Cc2ccccc2)CC1
  A = -11	B = nt	C = 1	D = -15	E = -4.8	F = -1	G = 0.0	H = -0.8	I = 4

Structure: CC1(C)C2CCC(C2)C1C/C=N/NC(N)=S (configuration not stated)
  A = 3	B = 3.7	C = -13	D = 1	E = -23	F = -10	G = -1.4	H = 0.1	I = -6

Structure: COc1ccc(C2C3=C(CCCC3=O)Nc3nc4ccccc4n32)cc1OC (configuration not stated)
  A = nt	B = 1.3	C = nt	D = nt	E = -2.2	F = nt	G = -0.2	H = 0.5	I = nt

Structure: C=C(C)COc1ccc2c3c(c(=O)oc2c1OCC(=C)C)CCC3
  A = 2	B = nt	C = 1	D = -6	E = -1.0	F = -81	G = 1.3	H = 1.3	I = 1

Structure: CCOC(=O)c1ccc(CNC(=O)CSc2nnnn2-c2ccc(Cl)cc2)o1
  A = -17	B = nt	C = nt	D = -12	E = 0.1	F = -15	G = 1.2	H = -1.4	I = 0

Structure: COc1ccc(C(=O)Nc2ccc(S(=O)(=O)Nc3cc(C)nc(C)n3)cc2)cc1
  A = -11	B = -0.54	C = 0	D = nt	E = -0.8	F = -20	G = -0.1	H = 1.4	I = -13

Structure: COc1ccc(CN=C(C)c2c(C(F)(F)F)[nH]n(-c3nc4ccccc4s3)c2=O)cc1
  A = -21	B = 0.11	C = 9	D = -12	E = -1.5	F = -44	G = 0.6	H = 0.2	I = -12

Structure: S=C(NCCCN1CCOCC1)Nc1ccc(Cl)cc1
  A = 4	B = 1.2	C = 2	D = -14	E = 0.3	F = 17	G = -0.1	H = 0.2	I = 4

Structure: CCOCCCNC(=S)N(Cc1ccco1)Cc1cc2cc3c(cc2[nH]c1=O)OCCO3
  A = 3	B = -0.36	C = 0	D = -7	E = -0.1	F = -98	G = 0.5	H = -0.5	I = 1

Structure: COc1cc2[nH]c(=O)n(CCC(=O)NC3CCN(Cc4ccccc4)CC3)c(=O)c2cc1OC
  A = -19	B = 0.57	C = -1	D = -34	E = 0.0	F = -33	G = 0.9	H = 0.7	I = 5

Structure: Cc1ccc(SCC(=O)c2cc(C)c(OC(=S)N(C)C)c(C)c2)cc1
  A = -5	B = 0.47	C = -7	D = -8	E = 0.4	F = 0	G = 0.2	H = -0.3	I = 3[fluorescence artefact?]

Whole records from above.
CC(C)/C=C1\CCc2c([nH]c3ccccc23)C1=O in the list: EBV gp42 inh = 2; Cl transport mod = -0.0013; Rad51 HR inh = nt; Mdm2 ligase inh = 6; TNF necrop inh = -1.9; Calpain2 inh = -110; L929 necroptosis = 1.5; PERK inhibitor = 0.2; eIF4E 4G PPI = 3
Cc1nc2sc(C(c3ccco3)N3CC(C)OC(C)C3)c(O)n2n1 (configuration not stated) in the list: EBV gp42 inh = -11; Cl transport mod = 0.51; Rad51 HR inh = nt; Mdm2 ligase inh = nt; TNF necrop inh = -0.3; Calpain2 inh = -45; L929 necroptosis = 0.5; PERK inhibitor = 0.1; eIF4E 4G PPI = 0
CN(C)c1ccc(C(O)P(=O)(OCc2ccccc2)c2ccc(N(C)C)cc2)cc1 (configuration not stated) in the list: EBV gp42 inh = -14; Cl transport mod = -0.32; Rad51 HR inh = nt; Mdm2 ligase inh = -1; TNF necrop inh = 2.6; Calpain2 inh = 8; L929 necroptosis = 0.4; PERK inhibitor = -0.6; eIF4E 4G PPI = 1
